ELG1 genotox: qHTS screen for small molecules that induce genotoxicity in human embryonic kidney (HEK293T) cells expressing luciferase-tagged ELG1; HEK293T ELG1-luciferase reporter, luminescence, 16 h; Potency, µM (series often up to 46 µM), inactives show at the highest dose activity change, positive = activation, actives largely listed as activators; 1.3% of 330,000 active; further: % of control where 0% means no effect; nearly all actives have a fitted effect of over 60% in size
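DMSO vehicle served as control against compound-treated ELG1-luciferase HEK293T cells; exposure lasted 16 hr at 37 °C and 5% CO2, followed by ONE-Glo luminescence detection after 30 min.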
NPC1 promoter act: qHTS Assay for NPC1 Promoter Activators; 2.4% of 320,000 active; Potency, µM (series often up to 9.22 µM), for inactives: at the top dose activation, actives largely listed as activators; Huh7 NPC1 promoter luciferase reporter, 24 h;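 further: % of control where 0% means no effect; nearly all actives have a fitted effect of over 60% in size; reporter is driven by a mutant NPC1 promoter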
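Compounds in DMSO were transferred onto Huh7 NPC1-luciferase reporter cells pre-incubated 2 h; after 24 h at 37 °C, Amplite reagent was dispensed and luminescence recorded 10 min later.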
MBNL1 CUG block: qHTS Assay for Inhibitors of MBNL1-poly(CUG) RNA binding. Muscleblind-like protein 1 (Homo sapiens), Q9NR56. TR-FRET MBNL1-His/biotin-(CUG)12 binding, 665/545 ratio. Potency, µM (series often up to 57.5 µM), for the others: top-dose activity change, negative = inhibition, actives largely listed as inhibitors. 0.036% of 280,000 active. AID 2675, 2010; active means well fitted inhibition curve with a large enough effect in the signal ratio, with a control signal flat, not every such curve was filed as active; inconclusive means small, poorly fitted or top-dose-only effect, or effect the other way, or a change in a side signal; inactive means no such curve, though single readings can be large or run the other way; the % refers to the signal ratio; further: on the % scale 0 is the no-effect control and ±100 the full control effect
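His-tagged MBNL1 binding to biotinylated (CUG)12 RNA was measured by TR-FRET using terbium anti-His antibody (0.055 ng/ul final) and streptavidin-XL665 (5 nM final). Compounds were titrated 92 nM to 58 uM; 60 min at room temperature.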
BRCA1 expr act: qHTS Assay to Identify Small Molecule Activators of BRCA1 Expression | MCF7-BRCA1-FFLuc reporter, luminescence, 48 h; response scale: scaled: vehicle 0%, 10 µM genistein 100% | 1.1% of 380,000 active | Potency, µM (highest dose often 46.1 µM), for inactives: at the highest dose activation, most hits filed as activators | AID 624202, 2012; further: nearly all actives have a fitted effect of over 80% in size; some results filed as inactive show a strong effect at the top dose
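Cells: MCF7-BRCA1-FFLuc, 2000/well. Exposure: 48 h, 37 °C, 5% CO2. Read: luminescence, 15 min post-substrate. Controls: genistein 10 microM (maximal activation), DMSO (neutral).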
VP16 counter: VP16 counterscreen qHTS for inhibitors of ROR gamma transcriptional activity; 3.5% of 310,000 active; Drosophila S2 Gal4-VP16 UAS-luciferase, luminescence, 20 h; Potency, µM (titrated, usually from 53.6 µM), for inactives: at the top dose activity, negative = inhibition, most hits filed as inhibitors;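 further: Gal4-VP16 expression switched on by copper sulfate through the metallothionein promoter; on the % scale 0 is the no-effect control and ±100 the full control effect; nearly all actives have a fitted effect of over 50% in size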
Rab9 promoter act: qHTS Assay for Rab9 Promoter Activators. Huh7 Rab9 promoter-luciferase reporter, luminescence, 24 h. Potency, µM (highest dose often 9.22 µM), for inactives: at the top dose activation, negative = inhibition, hits mostly activators. 2.8% of 320,000 active. AID 485297, 2010; further: % of control where 0% means no effect; nearly all actives have a fitted effect of over 60% in size
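Luminescence from Amplite-detected luciferase (10 minutes, ambient) reports Rab9 promoter activation. Before that, stable Rab9-luciferase Huh7 cells (1500/well, reduced-serum OP-MEM I plus 10% FBS) were exposed to compound for 24 hours at 37C.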
FLuc counter: qHTS profiling assay for firefly luciferase inhibitor/activator using purifed enzyme and Km concentrations of substrates (counterscreen for miR-21 project); Luciferin 4-monooxygenase (Photinus pyralis), P08659; purified FLuc, Km substrates, luminescence inhibition; Potency, µM (series often up to 57.5 µM), inactives show at the top dose activity change, negative = inhibition, hits mostly inhibitors; 6.9% of 360,000 active; AID 588342, 2011;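 further: plate controls were vehicle for no effect and reference inhibitor for full effect; nearly all actives have a fitted effect of over 55% in size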
Target sequence (P08659 whole entry, looked up): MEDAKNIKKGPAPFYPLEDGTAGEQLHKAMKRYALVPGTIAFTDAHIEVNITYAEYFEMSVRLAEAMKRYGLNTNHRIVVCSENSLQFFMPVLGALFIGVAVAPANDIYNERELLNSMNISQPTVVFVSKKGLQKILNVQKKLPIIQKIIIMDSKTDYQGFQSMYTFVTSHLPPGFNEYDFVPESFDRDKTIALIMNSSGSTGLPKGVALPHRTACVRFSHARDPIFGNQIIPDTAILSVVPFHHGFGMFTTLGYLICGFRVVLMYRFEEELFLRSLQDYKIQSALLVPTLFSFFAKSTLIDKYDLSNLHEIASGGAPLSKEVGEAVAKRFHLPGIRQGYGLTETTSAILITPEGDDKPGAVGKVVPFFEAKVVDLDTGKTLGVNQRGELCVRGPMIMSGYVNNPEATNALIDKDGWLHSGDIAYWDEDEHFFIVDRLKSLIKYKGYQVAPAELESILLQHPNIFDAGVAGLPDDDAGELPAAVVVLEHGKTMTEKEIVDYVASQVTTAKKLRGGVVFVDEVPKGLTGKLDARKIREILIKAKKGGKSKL
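Purified P. pyralis luciferase, 10 nM final, with Km-level 10 uM D-luciferin and 10 uM ATP in 50 mM Tris acetate pH 7.5, 10 mM Mg acetate, 0.01% Tween-20, 0.05% BSA; 6-point qHTS titration about 60 µM downward; luminescence read.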
uPA surface inh: qHTS for Inhibitors of Cell Surface uPA Generation | AID 540303, 2011 | Potency, µM (highest dose often 38.3 µM), without a hit: at the highest dose activity change, negative = inhibition, hits mostly inhibitors | cell surface uPA generation assay, qHTS | 0.31% of 330,000 active; active means well fitted inhibition curve with a large enough effect; inconclusive means small, poorly fitted or top-dose-only effect; inactive means no such curve, though single readings can be large or run the other way; tested in mouse RAW 264.7 cells; further: on the % scale 0 is the no-effect control and ±100 the full control effect; nearly all actives have a fitted effect of over 55% in size
RORgamma inh: qHTS for inhibitors of ROR gamma transcriptional activity. 5.4% of 310,000 active. Potency, µM (series often up to 53.6 µM), for inactives: top-dose activity change, negative = inhibition, most hits filed as inhibitors. Nuclear receptor ROR-gamma (Mus musculus), P51450. Drosophila S2 Gal4-RORgamma UAS-luciferase reporter, 20 h; further: on the % scale 0 is the no-effect control and ±100 the full control effect; nearly all actives have a fitted effect of over 60% in size
Target sequence (P51450 whole entry, looked up, the tested form may be a part): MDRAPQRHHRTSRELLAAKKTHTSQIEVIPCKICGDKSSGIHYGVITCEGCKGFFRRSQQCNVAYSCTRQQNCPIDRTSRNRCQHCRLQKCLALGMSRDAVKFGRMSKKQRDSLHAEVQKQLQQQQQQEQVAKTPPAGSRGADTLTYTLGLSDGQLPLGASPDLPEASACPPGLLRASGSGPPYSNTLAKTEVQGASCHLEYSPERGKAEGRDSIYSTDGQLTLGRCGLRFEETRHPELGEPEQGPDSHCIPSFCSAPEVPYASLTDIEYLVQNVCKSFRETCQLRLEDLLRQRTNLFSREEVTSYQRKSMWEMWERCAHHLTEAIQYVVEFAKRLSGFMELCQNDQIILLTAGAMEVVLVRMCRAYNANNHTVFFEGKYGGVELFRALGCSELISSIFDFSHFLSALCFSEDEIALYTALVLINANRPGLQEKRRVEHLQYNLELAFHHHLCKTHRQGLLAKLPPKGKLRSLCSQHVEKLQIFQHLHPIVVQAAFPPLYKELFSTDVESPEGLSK
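Luminescence from a UAS-regulated Photinus luciferase reporter in stably transfected Drosophila Schneider cells is measured; decreased signal marks ROR gamma inhibition. Fusion expression is induced by 700 uM copper sulfate for 20 hr.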
p53 reactivation: qHTS assay for re-activators of p53 using a Luc reporter; H1299 p53-A138V BP100-luciferase reporter, luminescence, 24 h; 0.063% of 320,000 active; Potency, µM (highest dose often 92.2 µM), for the others: at the highest dose activity change, positive = activation, actives largely listed as activators; further: % of control where 0% means no effect; nearly all actives have a fitted effect of over 45% in size
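H1299 (p53-null), stable ts p53-A138V + BP100-Luc; 1000 cells/well, Opti-MEM/10% FBS; cpd 4 pt, 1:5; 24 h, 37 deg C, 5% CO2; detection reagent 10 min RT; luminescence.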
An asterisk follows results filed as active; [ ] = another dose, or the depositor's remark. Unless noted, the call rests on the fitted dose curve; in most records, active means well fitted curve in the direction sought with a large enough effect; inconclusive means small, poorly fitted or top-dose-only effect, or another doubt; inactive means no such curve, though single readings can be large; an effect the other way counts as inactive or inconclusive. Potency means the concentration at half of the fitted maximal effect.

For O=C(Nc1ccc(Cl)c(Cl)c1)C1CC(=O)N(c2ccc(Br)cc2)C1 (stereo unspecified) the results were ELG1 genotox 2.2%, NPC1 promoter act -2.3%, MBNL1 CUG block -3.8%, BRCA1 expr act -3.0%, VP16 counter inconclusive, Rab9 promoter act -2.4%, FLuc counter -0.3%, uPA surface inh 2.3%, RORgamma inh inconclusive and p53 reactivation 2.5%.
`O=C(CSc1ncc(C(F)(F)F)cc1Cl)N1CCN(S(=O)(=O)c2ccc3ccccc3c2)CC1` gave ELG1 genotox -7.7%, NPC1 promoter act -0.5%, MBNL1 CUG block 8.4%, BRCA1 expr act -55.1%, VP16 counter -17.8%, Rab9 promoter act -8.0%, FLuc counter -1.3%, RORgamma inh -4.0% and p53 reactivation -5.5%.
Cc1sc2c(c1C)c(=O)n(-c1ccccc1)c1nncn21 was read as ELG1 genotox -0.2%, NPC1 promoter act -5.1%, MBNL1 CUG block -4.4%, BRCA1 expr act -0.8%, VP16 counter -4.8%, Rab9 promoter act -6.4%, FLuc counter -2.0%, uPA surface inh -0.7%, RORgamma inh -6.6% and p53 reactivation -18.6%.
For Cc1ccc(Cn2c(=O)oc3ccccc32)cc1 the results were ELG1 genotox 2.3%, NPC1 promoter act -0.2%, MBNL1 CUG block -3.0%, BRCA1 expr act 11.8%, VP16 counter -15.5%, Rab9 promoter act -0.5%, FLuc counter 3.6%, uPA surface inh 0.4%, RORgamma inh 11.1% and p53 reactivation 3.4%.
Screening CCCc1cc(=O)[nH]c(N2CCN(Cc3ccc4c(c3)OCO4)CC2)n1 returned ELG1 genotox -1.3%, NPC1 promoter act -1.4%, MBNL1 CUG block -7.2%, BRCA1 expr act -1.3%, VP16 counter 11.3%, Rab9 promoter act 8.1%, FLuc counter 1.4%, uPA surface inh -3.3%, RORgamma inh -19.5% and p53 reactivation -7.9%.
COc1ccc(NS(=O)(=O)c2cccc(C(=O)NCC3(N4CCOCC4)CCCCC3)c2)cc1 was read as ELG1 genotox 2.7%, NPC1 promoter act 1.2%, MBNL1 CUG block 3.6%, BRCA1 expr act -23.5%, VP16 counter -1.8%, Rab9 promoter act -3.9%, FLuc counter 2.1%, uPA surface inh 1.8%, RORgamma inh 2.2% and p53 reactivation 16.6%.
CC(Sc1nnc(C2CC2)n1C1CC1)C(=O)Nc1cccc(S(=O)(=O)N(C)C)c1 (stereo unspecified) was read as ELG1 genotox -3.2%, NPC1 promoter act -3.0%, BRCA1 expr act -13.9%, Rab9 promoter act -2.4%, FLuc counter -3.1%, uPA surface inh 6.4% and p53 reactivation 2.3%.
For Nc1nnc(SCC(=O)NC2CCCCCCC2)s1 the results were ELG1 genotox -2.0%, NPC1 promoter act 0.7%, BRCA1 expr act 16.6%, Rab9 promoter act 7.7%, FLuc counter 1.7%, uPA surface inh 4.2% and p53 reactivation 8.0%.
For COc1ccc(OC)c(-n2c(SC)nnc2-c2c[nH]c3ccccc23)c1 the results were ELG1 genotox -6.0%, NPC1 promoter act 0.1%, MBNL1 CUG block -9.9%, BRCA1 expr act -14.6%, VP16 counter -3.3%, Rab9 promoter act -3.4%, FLuc counter -19.9%, uPA surface inh -2.3%, RORgamma inh 24.0% and p53 reactivation -6.4%.
Screening Cc1ccc(NC(=O)NC(=O)CSc2nnc(-c3ccc(Cl)cc3Cl)n2N)c(C)c1 returned ELG1 genotox 0.8%, NPC1 promoter act 11.5%, MBNL1 CUG block -9.2%, BRCA1 expr act -0.3%, VP16 counter inconclusive, Rab9 promoter act 26.3%, FLuc counter inconclusive, uPA surface inh 2.2%, RORgamma inh 9.0% and p53 reactivation inconclusive.
`NNc1nc2c(F)cccc2s1` gave ELG1 genotox inconclusive, NPC1 promoter act 6.6%, MBNL1 CUG block 5.5%, BRCA1 expr act 47.3%, VP16 counter inconclusive, Rab9 promoter act -1.7%, FLuc counter inconclusive, uPA surface inh -1.3%, RORgamma inh 15.8µM* and p53 reactivation inconclusive.
For O=C1C(=O)N(CCO)C(c2ccc(Br)cc2)/C1=C(\O)c1ccccc1 (stereo unspecified) the results were ELG1 genotox -2.1%, NPC1 promoter act 0.8%, MBNL1 CUG block 0.7%, BRCA1 expr act 10.0%, VP16 counter -1.6%, Rab9 promoter act 2.1%, FLuc counter 0.3%, uPA surface inh -18.8%, RORgamma inh -28.3% and p53 reactivation 6.1%.
For COc1ccc(-c2n[nH]c(C(F)(F)F)c2-c2cc3ccccc3o2)c(O)c1 the results were ELG1 genotox -11.5%, NPC1 promoter act -2.5%, MBNL1 CUG block 4.5%, BRCA1 expr act -77.4%, VP16 counter inconclusive, Rab9 promoter act 0.7%, FLuc counter 1.0%, uPA surface inh -16.6%, RORgamma inh -89.8% and p53 reactivation -5.2%.
`CN(c1ccc(O)cc1)S(=O)(=O)c1ccc2ccccc2c1` gave ELG1 genotox inconclusive, NPC1 promoter act inconclusive, MBNL1 CUG block 2.0%, BRCA1 expr act inconclusive, VP16 counter -16.3%, Rab9 promoter act 3.98µM*, FLuc counter 19µM*, RORgamma inh -15.1% and p53 reactivation 19.0%.
`O=C(CSc1nnc(SCc2ccc(Cl)cc2)s1)N/N=C/c1c(Cl)cccc1Cl` gave ELG1 genotox 5.6%, NPC1 promoter act 12.5%, BRCA1 expr act -23.5%, VP16 counter 1.4%, Rab9 promoter act 5.4%, FLuc counter -9.2%, uPA surface inh 4.8%, RORgamma inh -26.9% and p53 reactivation 5.8%.
Screening Cc1cc(C)c(C(CC(=O)c2cccs2)C(C#N)C#N)c(C)c1 (stereo unspecified) returned ELG1 genotox 18.4µM*, NPC1 promoter act inconclusive, MBNL1 CUG block -11.9%, BRCA1 expr act -34.6%, VP16 counter inconclusive, Rab9 promoter act 3.55µM*, FLuc counter 12µM*, uPA surface inh -4.3%, RORgamma inh inconclusive and p53 reactivation inconclusive.
`COc1ccc(-c2nc(CS(=O)(=O)CC(=O)NC3CCCCCC3)c(C)o2)cc1` gave ELG1 genotox -3.7%, NPC1 promoter act 0.8%, MBNL1 CUG block 0.4%, BRCA1 expr act -3.7%, VP16 counter -1.9%, Rab9 promoter act -4.9%, FLuc counter -3.5%, uPA surface inh 6.2%, RORgamma inh 39.1% and p53 reactivation 3.5%.
O=C(Nc1cccc(CNCCc2c[nH]c3ccccc23)c1)c1ccccc1Cl was read as ELG1 genotox -3.9%, NPC1 promoter act 2.7%, MBNL1 CUG block 3.6%, BRCA1 expr act -49.5%, VP16 counter 9.2%, Rab9 promoter act -2.1%, FLuc counter 0.0%, uPA surface inh -10.7%, RORgamma inh -3.7% and p53 reactivation 3.1%.
For CCOC(=O)C1(C)C=C(Nc2cccc(OC)c2)C(=O)N1c1ccccc1 (stereo unspecified) the results were ELG1 genotox -6.2%, NPC1 promoter act 20.0%, MBNL1 CUG block -7.6%, BRCA1 expr act -26.3%, VP16 counter 15.9%, Rab9 promoter act inconclusive, FLuc counter -2.8%, uPA surface inh 0.6%, RORgamma inh -14.9% and p53 reactivation 5.3%.
For N#C/C(=C\c1ccc(Cl)cc1Cl)c1n[nH]c(Cn2cncn2)n1 the results were ELG1 genotox 5.3%, NPC1 promoter act -0.1%, MBNL1 CUG block 0.6%, BRCA1 expr act -2.9%, VP16 counter -4.1%, Rab9 promoter act -0.4%, FLuc counter inconclusive, uPA surface inh 3.0%, RORgamma inh -0.3% and p53 reactivation -8.3%.
For CCOC(=O)N1CCN(S(=O)(=O)c2cccc3cccnc23)CC1 the results were ELG1 genotox -1.1%, NPC1 promoter act 0.6%, MBNL1 CUG block 6.3%, BRCA1 expr act 13.4%, VP16 counter -5.7%, Rab9 promoter act 3.5%, FLuc counter 0.0%, uPA surface inh 3.4%, RORgamma inh -12.2%[10 µM] and p53 reactivation 0.0%.
For COc1ccc(OC)c2nc(-c3cccnc3)ccc12 the results were ELG1 genotox 17.6%, NPC1 promoter act inconclusive, MBNL1 CUG block inconclusive, BRCA1 expr act inconclusive, VP16 counter 21.5%, Rab9 promoter act 27.3%, FLuc counter inconclusive, uPA surface inh -7.4%, RORgamma inh 21.3% and p53 reactivation 8.3%.
`COc1ccc(CNS(=O)(=O)c2ccc3c(c2)CCN3C(=O)C2CC2)cc1` gave ELG1 genotox -4.6%, NPC1 promoter act -3.1%, MBNL1 CUG block -3.6%, BRCA1 expr act -54.9%, VP16 counter 15.8µM*, Rab9 promoter act -0.3%, FLuc counter -2.3%, uPA surface inh -6.9%, RORgamma inh -7.9% and p53 reactivation -0.8%.
For O=C(NCCOc1ccccc1)C1=CC=CN2CCS(=O)(=O)N=C12 the results were ELG1 genotox 1.7%, BRCA1 expr act -18.4%, uPA surface inh -1.9% and p53 reactivation 12.8%.
`CC(Sc1nccn1C)C(=O)Nc1ccccc1` (stereo unspecified) gave ELG1 genotox 0.2%, NPC1 promoter act -1.6%, MBNL1 CUG block -3.7%, BRCA1 expr act -1.3%, VP16 counter 2.8%, Rab9 promoter act 6.2%, FLuc counter 0.9%, uPA surface inh 11.7%, RORgamma inh 0.6% and p53 reactivation -7.1%.

Screens deposited in PubChem by National Center for Advancing Translational Sciences (NCATS).

Rows are unselected. About 13% of those tested had a hit in this group.
